# Tb PGK inh: T. brucei PGK inhibition; P07378; PGK/GAPDH coupled, Kinase-Glo luminescence, 60 min; 380,000 compounds, 0.043% hits; Potency, µM (series often up to 57.5 µM), without a hit: at the highest dose activity change, negative = inhibition, actives largely listed as inhibitors; note: nearly all actives have a fitted effect of over 60% in size
#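 Luminescent ATP detection (Kinase-Glo Plus) follows a 60-minute room-temperature incubation, with wells lacking PGK as controls. Buffer: 100 mM TEA (pH 7.6), 5 mM MgCl2, 0.01% Tween-20. Coupling enzyme GAPDH (100 nM final) supplies unstable 1,3-BPG in-well.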
# 12-LOX inh: inhibitors of human 12S-lipoxygenase ALOX12; Potency, µM (titrated, usually from 108 µM), for the others: top-dose activity change, negative = inhibition, usual class: inhibitors; P18054; purified 12hLO, xylenol orange hydroperoxide absorbance; 580,000 compounds, 1.1% hits
#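 Purified human 12hLO (150 nM final) in 25 mM Hepes, 0.01% Triton X-100, pH 7.0 was preincubated 15 min at room temperature with compound. Then 40 uM arachidonic acid was added, 30 min. Hydroperoxide was read by Fe-XO absorbance ratio 573/405 nm.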
# GLS inhibitor: blocks human kidney-isoform glutaminase activity | O94925 | Potency, µM (titrated, usually from 45.5 µM), for the others: at the highest dose activity change, negative = inhibition, usual class: inhibitors | GLS enzymatic activity, qHTS titration | 410,000 compounds, 0.21% hits
# Target sequence (O94925 whole entry, looked up, canonical isoform): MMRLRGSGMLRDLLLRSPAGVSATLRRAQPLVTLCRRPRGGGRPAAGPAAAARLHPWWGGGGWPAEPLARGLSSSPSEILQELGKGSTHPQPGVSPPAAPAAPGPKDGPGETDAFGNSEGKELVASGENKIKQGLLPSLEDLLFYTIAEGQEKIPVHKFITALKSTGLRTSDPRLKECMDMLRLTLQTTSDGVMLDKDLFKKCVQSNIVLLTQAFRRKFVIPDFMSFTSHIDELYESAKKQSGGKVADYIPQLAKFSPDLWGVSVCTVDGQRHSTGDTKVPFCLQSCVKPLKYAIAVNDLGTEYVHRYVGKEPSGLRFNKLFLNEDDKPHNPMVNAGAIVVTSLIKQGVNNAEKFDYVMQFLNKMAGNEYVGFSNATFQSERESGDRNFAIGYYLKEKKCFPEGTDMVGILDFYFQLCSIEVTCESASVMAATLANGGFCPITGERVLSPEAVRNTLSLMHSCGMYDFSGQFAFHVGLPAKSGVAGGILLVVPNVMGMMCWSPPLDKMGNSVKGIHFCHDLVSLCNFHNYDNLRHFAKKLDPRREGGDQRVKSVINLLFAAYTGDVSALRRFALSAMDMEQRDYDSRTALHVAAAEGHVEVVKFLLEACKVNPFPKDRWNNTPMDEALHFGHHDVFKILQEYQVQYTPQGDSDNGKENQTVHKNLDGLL
#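 hKGA in 45 mM KH2PO4 pH 8.2, 0.02% Tween-20 with pin-transferred compounds; 1 mM L-glutamine (stock) plus glutamate oxidase/HRP/Amplex Red coupling added. Fluorescence read initially and after 30 min at RT.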
# Numbers without * were called inactive; i = inactive; ? = inconclusive; & = joins results of further samples. Calls come from the whole dose curve; as a rule, active = well fitted curve in the direction sought with a large enough effect; inconclusive = small, poorly fitted or top-dose-only effect, or another doubt; inactive = no such curve, though single readings can be large; an effect the other way counts as inactive or inconclusive. % is set by controls: 0 for no effect and ±100 for the full control effect; potency is the fitted concentration of half-maximal effect. Only part of the results is shown; the hit share may differ from the screen's.
SMILES,Tb PGK inh,12-LOX inh,GLS inhibitor
CC1(C)CC2(OC2c2ccccc2)C(=O)c2ccccc21 (stereo not drawn),i,1.1%,-0.8%
CCCCCC(=O)N1C[C@H](n2cc(-c3ccc(F)cc3)nn2)[C@@H](O)C[C@@H]1c1ccc(Cl)cc1,-5.2%,-14.7%,-1.6%
CCCCCCN1CCN(C2CN(Cc3ccc([N+](=O)[O-])cc3)S(=O)(=O)C2)CC1 (stereo not drawn),9.2%,-28.6%,4.4%
C[C@@H]1CN([C@@H](C)CO)C(=O)CCCn2cc(nn2)CO[C@H]1CN(C)C(=O)CCCN(C)C,-8.2%,-5.5%,-7.2%
CN(c1ccc(-c2csc(NC(=O)CCCc3nc4ccccc4c(=O)[nH]3)n2)cc1)S(C)(=O)=O,-1.1%,4.0%,-0.9%
CC(C)(C)OC(=O)NCc1ccc(CNC(=O)c2[nH]cnc2C(=O)Nc2ccccc2F)cc1,-11.5%,4.6%,-2.1%
CCc1cc(C(=O)Nc2cc(S(=O)(=O)N3CCCCC3)ccc2N2CCN(C)CC2)sc1C,1.0%,-17.3%,10.0%
COc1ccc(NC(=O)N(C)[C@H]2C[C@H]3c4[nH]c5ccc(-c6ccc(OC)cc6)cc5c4CCN3C[C@H]2[C@H](C)O)cc1,-3.8%,?,3.1%
O=C(c1cccs1)N1C[C@@H](O)[C@H](n2cc(C3CC3)nn2)C[C@@H]1c1ccc(Cl)cc1,-2.0%,?,-6.7%
COc1ccccc1N1CCN(S(=O)(=O)c2ccc([N+](=O)[O-])cc2)CC1,1.0%,-10.9%,1.5%
C[C@@H]1CN([C@H](C)CO)S(=O)(=O)c2ccc(C#CCN(C)C)cc2O[C@@H]1CN(C)Cc1ccccc1F,-4.4%,3.6%,1.4%
O=C1NC2C3CC(c4ccccc43)C12 (stereo not drawn),5.1%,-0.7%,10.0%
Cc1ccc(S(=O)(=O)NN=C2CCCc3ccccc32)cc1,-8.8%,-2.6%,10.8%
CCN(C(=O)COC(=O)CNS(=O)(=O)c1ccc(C)cc1)C1CCS(=O)(=O)C1 (stereo not drawn),-1.2%,-6.9%,-0.9%
CCOC(=O)c1c(-c2cc(OC)c(OC)c(OC)c2)csc1N,-2.2%,-17.2%,4.3%
O=C(Cc1cccc2ccccc12)NN=Cc1ccc2c(c1)CCC2,-8.1%,?,-1.3%
CCOc1ccc(/C(O)=C2\C(=O)C(=O)N(c3ccccn3)C2c2ccccc2F)c(C)c1 (stereo not drawn),-6.1%,?,0.8%
C[C@H](O)[C@@H]1CN2CCc3c([nH]c4ccccc34)[C@@H]2C[C@@H]1N(C)C(=O)Nc1ccc(F)cc1,-9.7%,-11.8%,-2.2%
CC1COC(=C2C(=O)OCC2C)C1 (stereo not drawn),-4.6%,-13.8%,0.4%
C[C@H](CO)N1C[C@H](C)[C@H](CN(C)Cc2ccc(Oc3ccccc3)cc2)Oc2cc(Br)ccc2S1(=O)=O,0.7%,?,-6.0%

# One compound at a time, from the list above. Values in the order: Tb PGK inh | 12-LOX inh | GLS inhibitor
# Cc1ccc(S(=O)(=O)NN=C2CCCc3ccccc32)cc1 is entered as -8.8% | -2.6% | 10.8%
# COc1ccccc1N1CCN(S(=O)(=O)c2ccc([N+](=O)[O-])cc2)CC1 is entered as 1.0% | -10.9% | 1.5%

# Six entries already listed, ordered by heavy-atom count, rising.
SMILES,Tb PGK inh,12-LOX inh,GLS inhibitor
CC1COC(=C2C(=O)OCC2C)C1 (stereo not drawn),-4.6%,-13.8%,0.4%
O=C1NC2C3CC(c4ccccc43)C12 (stereo not drawn),5.1%,-0.7%,10.0%
O=C(c1cccs1)N1C[C@@H](O)[C@H](n2cc(C3CC3)nn2)C[C@@H]1c1ccc(Cl)cc1,-2.0%,?,-6.7%
CCCCCC(=O)N1C[C@H](n2cc(-c3ccc(F)cc3)nn2)[C@@H](O)C[C@@H]1c1ccc(Cl)cc1,-5.2%,-14.7%,-1.6%
CN(c1ccc(-c2csc(NC(=O)CCCc3nc4ccccc4c(=O)[nH]3)n2)cc1)S(C)(=O)=O,-1.1%,4.0%,-0.9%
C[C@@H]1CN([C@H](C)CO)S(=O)(=O)c2ccc(C#CCN(C)C)cc2O[C@@H]1CN(C)Cc1ccccc1F,-4.4%,3.6%,1.4%

# Other compounds follow:
SMILES,Tb PGK inh,12-LOX inh,GLS inhibitor
Cc1csc(=O)n1CCC(=O)OCC(=O)N(C)c1c(N)n(Cc2ccccc2)c(=O)[nH]c1=O,6.7%,-7.0%,-2.1%
O=C(NCCc1cccs1)c1ccc(CS(=O)Cc2cccc(Cl)c2)o1 (stereo not drawn),-7.5%,3.0%,3.5%
O=C(NCc1nnnn1-c1ccc(F)cc1)c1cc2ccccc2o1,-8.7%,-0.7%,1.4%
O=C(c1cccs1)N1C[C@H](n2cc(C3CC3)nn2)[C@@H](O)C[C@@H]1c1ccccc1,8.7%,?,2.6%
Nc1cc(=O)n(Cc2ccco2)c(=S)[nH]1,-9.4%,?,5.1%
COc1ccccc1-c1cnc2c(c1)C(=O)N([C@@H](C)CO)C[C@@H](C)[C@@H](CN(C)C(C)=O)O2,0.2%,?,-0.8%
O=c1[nH]c(C(F)(F)F)nc2c1nc1n2CCC1,-6.7%,-9.2%,-0.7%
CC1=C(C(=O)N(C)C)CC(CC(=O)NC2CCCC2)C(=O)N1CCCN1CCCC1=O (stereo not drawn),-5.9%,-17.9%,4.8%
O=C(O)c1c2c(nc3ccc(S(=O)(=O)N4CCC(C(=O)NCc5ccccc5)CC4)cc13)CCCC2,4.0%,-58.5%,1.1%
C[C@H](CO)N1C[C@H](C)[C@H](CN(C)C(=O)N[C@H](C)c2ccccc2)OCc2ccccc2-c2c(n(C)c3ccccc23)C1=O,5.5%,-13.1%,-3.6%
CCN(CC)C(=O)C1=C(C)N(Cc2ccc(F)cc2)C(=O)C(CC(=O)NC2CCCC2)C1 (stereo not drawn),-9.4%,-0.1%,-2.7%
C[C@@H]1CN([C@H](C)CO)C(=O)CCCn2cc(nn2)CO[C@H]1CN(C)C(=O)Nc1ccccc1F,-0.5%,15.5%,1.6%
O=P(c1ccccc1)(c1ccccc1)C(O)c1cccs1 (stereo not drawn),-1.2%,-5.2%,-5.2%
COc1ncnc2c1ncn2CCCNCc1ccc2c(c1)OCO2,-5.1%,-6.7%,-9.1%
COc1ccc(C(=O)NCC(=O)OCC(=O)c2c[nH]c3ccccc23)cc1,-5.1%,-0.4%,-3.1%
Cc1ccc(S(=O)(=O)N2CCCCC2)cc1NC(=O)COC(=O)C1CC1,6.7%,-1.5%&13.7%,11.1%
O=C1NN(CCO)C(=S)Nc2ccccc21,-3.3%,-12.4%,-6.8%
C[C@@H]1CNC(=O)c2c(C(=O)Nc3ccc(CNC(=O)OC(C)(C)C)cc3)ncn21,i,9.9%,-8.5%
Cc1noc(C)c1NC(=O)N(C)C[C@H]1OCCCC[C@@H](C)Oc2ccc(NS(=O)(=O)c3ccccc3)cc2C(=O)N([C@H](C)CO)C[C@@H]1C,-0.5%,?,-0.4%
O=C(CCN1CCCCO1)NC1CCCc2c1cnn2-c1ccc(F)cc1F (stereo not drawn),1.6%,?,-1.8%
CN(CC(=O)Nc1ccc(Cl)c(C(F)(F)F)c1)C(=O)COc1cccc2cccnc12,4.3%,12.6%,8.0%
COc1cccc(CNC(=O)c2cc(S(=O)(=O)N3CCCCC3)ccc2C)c1,-8.8%,-0.9%,0.3%
Cc1ccc([C@H]2C[C@H](n3cc(C4CC4)nn3)[C@@H](O)CN2C(=O)C2CCCCC2)cc1,-7.6%,12.4%,1.0%
C[C@H]1CN([C@@H](C)CO)C(=O)CCCn2nncc2CO[C@@H]1CN(C)S(=O)(=O)c1cccc(C#N)c1,-7.8%,-24.7%,-0.7%
CC(C)n1ncc2c(C(=O)N3CCN(Cc4cccs4)CC3)cc(C3CC3)nc21,-3.3%,6.7%,14.7%
CCN(CC)C(=O)C1=C(C)N(CCCN2CCCC2=O)C(=O)C(CC(=O)NC2CC2)C1 (stereo not drawn),-1.1%,21.1%,1.1%
COc1ccc(CNC(=O)CCNC(=O)C2CCN(S(=O)(=O)c3ccc(OC)cc3)CC2)cc1,4.8%,-0.5%,2.1%
CC(C)Oc1ccc(S(=O)(=O)N2CCOCC2)cc1NC(=O)CC1CC2CCC1C2 (stereo not drawn),i,-5.6%,-0.7%
COc1ccc(C(C#N)CC(=O)c2ccc3c(c2)OCO3)cc1OC (stereo not drawn),-2.8%,-11.4%,-1.7%
CCCC#Cc1ccc2c(c1)O[C@H](CN(C)C(=O)CC1CC1)[C@H](C)CN([C@@H](C)CO)S2(=O)=O,-3.8%,?,-2.6%
C[C@H](CO)N1C[C@H](C)[C@H](CN(C)C(=O)NC2CCCCC2)Oc2cc(-c3cccnc3)ccc2S1(=O)=O,-3.2%,-8.2%,0.9%
C[C@H](O)[C@@H]1C(=O)N2CCc3ccc(N4CCN(C)CC4)cc3[C@@H]2C[C@@H]1N(C)C(=O)c1ccco1,-2.5%,?,18.4%
O=C1c2ccccc2C2N1CCCN2C(=O)c1sc2ccccc2c1Cl (stereo not drawn),-4.8%,1.8%,3.4%
C[C@H]1COC[C@@H](C/C=C/c2ccccc2)N1c1ccccc1,8.4%,-0.4%,1.1%
Cc1nc(Br)c(Br)n1Cc1ccccc1,0.0%,9.9%,-0.5%
COc1ccc(CN2C(=O)C(CC(=O)NC3CCCCC3)CC(C(=O)N3CCOCC3)=C2C)cc1 (stereo not drawn),5.3%,-12.0%,5.3%
CC(NCCCSc1ccccc1)C(O)c1ccc(O)cc1 (stereo not drawn),1.3%,-24.6%,11.0%
O=C(O)CSc1c(Cl)c(=O)oc2ccc(Cl)cc12,2.3%,-9.8%,4.8%
COc1ccc(OC(=O)N(C)C[C@H]2OCc3cn(nn3)CCCC(=O)N([C@H](C)CO)C[C@@H]2C)cc1,i,2.5%,-1.0%
O=C(O)c1cccc(N2C(=O)C=CC2=O)c1,-4.8%,-21.3%,13.9%
O=c1c2cc(F)ccc2sn1-c1ccccc1Cl,-14.4%,0.447µM*,?
COc1ccc([C@H]2C[C@H](O)[C@@H](n3cc(COC(=O)c4ccccc4)nn3)CN2Cc2cccs2)cc1,1.5%,-9.5%,-1.1%
CCCCn1nc(C(=O)N(C)Cc2nc3ccccc3c(=O)[nH]2)c2ccccc2c1=O,-5.5%,3.9%&16.4%,1.9%
COc1ccc(C(=O)N/C(=C\c2cn(S(=O)(=O)N(C)C)c3ccccc23)C(=O)N2CCCC2)cc1,-3.7%,-11.4%&-0.1%,-3.3%
COc1ccc(NC(=O)CCCOc2ccc(C(C)=O)cc2)cc1S(=O)(=O)N1CCCCC1,-0.9%,7.3%,-6.8%
CCCCCCN1C[C@H](O)[C@@H](n2cc(C3CC3)nn2)C[C@@H]1c1ccc(Cl)cc1,6.0%,-22.4%,1.1%
CN(C)S(=O)(=O)c1cccc(C(=O)N2CCN(S(=O)(=O)c3ccc4c(c3)OCCO4)CC2)c1,i,0.8%,-1.8%
